Glioma ERSR ind: inducers of ER stress response in human glioma cells. U87-MG GRP78 promoter luciferase reporter, 16 h. Potency, µM, inactives show at the top dose activation, actives largely listed as activators. 420,000 tested, 0.02% active. AID 602332; also: potency is read from the fitted curve at half-maximal effect; series mostly up to about 76 µM; % of control where 0% means no effect; nearly all actives have a fitted effect of over 35% in size
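ERSR induction read as luciferase luminescence (Bright-Glo, 10 min at room temperature) in stably transfected human U87-MG glioma cells exposed to compounds for 16 h, using GRP78 as sensor.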
BLM helicase inh: blocks DNA unwinding by human BLM helicase | P54132 | 350,000 tested, 0.2% active | recombinant BLM DNA unwinding, fluorescence dequenching | Potency, µM (doses to about 56.1 µM), for inactives: top-dose activity change, negative = inhibition, actives largely listed as inhibitors | AID 2528;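 also: potency is read from the fitted curve at half-maximal effect; plate controls were vehicle for no effect and no enzyme for full effect; nearly all actives have a fitted effect of over 35% in size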
Target sequence (P54132 whole entry, looked up): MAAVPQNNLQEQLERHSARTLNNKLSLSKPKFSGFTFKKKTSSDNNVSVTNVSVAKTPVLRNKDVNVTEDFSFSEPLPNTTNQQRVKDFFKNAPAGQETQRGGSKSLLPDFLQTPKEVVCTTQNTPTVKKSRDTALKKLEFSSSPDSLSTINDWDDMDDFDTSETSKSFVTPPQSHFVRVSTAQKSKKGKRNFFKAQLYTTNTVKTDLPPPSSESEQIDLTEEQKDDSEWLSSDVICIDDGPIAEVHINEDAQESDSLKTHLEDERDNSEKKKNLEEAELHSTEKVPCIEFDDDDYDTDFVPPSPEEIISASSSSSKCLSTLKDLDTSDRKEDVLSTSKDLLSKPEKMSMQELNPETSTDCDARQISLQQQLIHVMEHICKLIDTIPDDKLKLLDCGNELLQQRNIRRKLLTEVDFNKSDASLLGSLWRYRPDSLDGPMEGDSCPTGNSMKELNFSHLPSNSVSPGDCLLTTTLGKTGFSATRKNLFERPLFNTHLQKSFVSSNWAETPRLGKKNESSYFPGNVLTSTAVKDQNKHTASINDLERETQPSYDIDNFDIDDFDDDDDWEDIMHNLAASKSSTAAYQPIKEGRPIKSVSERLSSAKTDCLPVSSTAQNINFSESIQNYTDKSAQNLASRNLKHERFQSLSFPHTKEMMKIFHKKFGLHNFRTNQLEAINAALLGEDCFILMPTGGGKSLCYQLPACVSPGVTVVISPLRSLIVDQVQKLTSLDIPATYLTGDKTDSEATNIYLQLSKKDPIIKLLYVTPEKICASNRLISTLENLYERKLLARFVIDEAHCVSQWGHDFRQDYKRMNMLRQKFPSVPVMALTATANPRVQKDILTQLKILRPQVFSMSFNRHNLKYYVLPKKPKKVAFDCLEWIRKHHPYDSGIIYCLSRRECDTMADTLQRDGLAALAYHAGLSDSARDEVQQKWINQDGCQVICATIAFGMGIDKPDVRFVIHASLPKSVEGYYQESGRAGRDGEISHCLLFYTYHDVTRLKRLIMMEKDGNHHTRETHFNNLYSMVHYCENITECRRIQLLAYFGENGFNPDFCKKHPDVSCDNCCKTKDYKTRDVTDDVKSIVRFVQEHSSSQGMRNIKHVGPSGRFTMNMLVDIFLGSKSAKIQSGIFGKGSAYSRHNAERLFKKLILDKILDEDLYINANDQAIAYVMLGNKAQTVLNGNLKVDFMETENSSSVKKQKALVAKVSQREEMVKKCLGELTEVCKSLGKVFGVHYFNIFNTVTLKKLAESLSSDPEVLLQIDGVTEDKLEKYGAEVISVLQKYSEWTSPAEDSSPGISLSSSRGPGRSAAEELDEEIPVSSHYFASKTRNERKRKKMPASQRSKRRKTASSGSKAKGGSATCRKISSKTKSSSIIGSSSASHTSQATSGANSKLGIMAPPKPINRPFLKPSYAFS
Anesthetic bind: binds horse apoferritin like a general anesthetic | 350,000 tested, 0.074% active | Potency, µM (doses to about 77.5 µM), inactives show top-dose activity change, negative = displacement, usual class: inhibitors | AID 485281 | apoferritin/1-aminoanthracene competitive binding, fluorescence; also: potency is read from the fitted curve at half-maximal effect; % is scaled to controls: 0 for no effect and ±100 for the full control effect; nearly all actives have a fitted effect of over 20% in size
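Probe: 1-aminoanthracene (50% saturated, PBS). Protein: horse-spleen apoferritin, 10 uM. Incubation: 10 min, room temperature. Detection: 380 nm excitation, 535 nm emission. Analysis: normalized response, four-parameter Hill.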
LDHA block: LDHA (human) enzyme inhibition | activity change, % (values are at about 110 or 230 µM) | AID 1347041 | 480,000 tested, 0.15% active | purified LDHA, NADH/diaphorase-resazurin fluorescence; stronger effect = lower value; in the data active = activity change below about -30%; inconclusive = mostly about -25% to -30%;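 also: plate controls were DMSO wells for no effect and wells without enzyme for full effect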
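LDH5 2 nM; NADH 0.06 mM, pyruvate 0.2 mM; 200 mM Tris pH 7.4, EDTA, Tween-20; 5 min RT. Detection: diaphorase 0.133 mg/mL + resazurin 37 µM, fluorescence ex540/em590 at 0 and 20 min; normalized to enzyme-free and DMSO wells.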
Pol iota inh: DNA polymerase iota (human) inhibition; Q9UNA4; Pol iota fluorescent replication assay, 10 min; Potency, µM (top dose mostly 115 µM), for the others: at the highest dose activity, negative = inhibition, most hits filed as inhibitors; 390,000 tested, 1% active; AID 588590; also: potency is read from the fitted curve at half-maximal effect
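Pol iota at 10 nM preincubated 15 min with compounds at room temperature; reaction started with fluorescent substrate, 50 nM final. Fluorescence read kinetically at 0 and 10 min; buffer-only wells as negative control.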
POLH inh: blocks human DNA polymerase eta activity | Q9Y253 | recombinant Pol eta, fluorescent DNA replication assay | Potency, µM (doses to about 114 µM), inactives show at the top dose activity change, negative = inhibition, most hits filed as inhibitors | 390,000 tested, 1.2% active; also: potency is read from the fitted curve at half-maximal effect; % is scaled to controls: 0 for no effect and ±100 for the full control effect
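Pol eta (10 nM) was preincubated with compounds for 15 min at room temperature, after which fluorescent replication substrate (50 nM final) was added to start the reaction. Fluorescence was read kinetically at 0 and 10 min.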
APE1 inh: inhibitors of human APE1 endonuclease. AID 2517. Potency, µM (top dose mostly 65.8 µM), inactives show top-dose activity change, negative = inhibition, most hits filed as inhibitors. recombinant APE1, TAMRA/BHQ-2 abasic DNA cleavage fluorescence. 350,000 tested, 0.35% active. P27695;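 also: potency is read from the fitted curve at half-maximal effect; plate controls were vehicle for no effect and reference inhibitor for full effect; nearly all actives have a fitted effect of over 55% in size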
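APE1 at 0.75 nM preincubated 15 min at room temperature with compound. Reaction then started with 50 nM double-stranded THF-abasic substrate labelled with TAMRA/BHQ-2, and 525/598 nm fluorescence read kinetically. Activity taken as third-minus-first read difference, normalized to DMSO and NSC13755 controls.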
POLB inh: DNA polymerase beta (human) inhibition | 340,000 tested, 1.3% active | Pol beta primer extension/strand displacement, fluorescence kinetic | Potency, µM (doses to about 114 µM), inactives show at the top dose activity change, negative = inhibition, actives largely listed as inhibitors; also: potency is read from the fitted curve at half-maximal effect; % is scaled to controls: 0 for no effect and ±100 for the full control effect
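Homogeneous kinetic assay of primer extension and strand displacement by 10 nM Pol beta, preincubated 15 min at room temperature with compound before 50 nM substrate (final) was added. Read at 0 and 10 min; four-parameter Hill fit.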
Pol kappa inh: inhibitors of human DNA polymerase kappa; 400,000 tested, 0.53% active; purified Pol kappa, fluorescent DNA synthesis assay, 10 min; Q9UBT6; Potency, µM (highest dose often 107 µM), for the others: at the top dose activity, negative = inhibition, usual class: inhibitors; AID 588579; also: potency is read from the fitted curve at half-maximal effect; % is scaled to controls: 0 for no effect and ±100 for the full control effect
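10 nM Pol kappa preincubated 15 min at room temperature with compounds, then reaction started with substrate at 50 nM final. Fluorescence read kinetically at 0 and 10 min; buffer-only wells served as negative control.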
* marks the source's active call; other numbers are inactive results; ? = inconclusive; . = not tested or not shown; [ ] = another dose, or the depositor's remark. Unless noted, calls follow the shape of the dose curve; as a rule, active = well fitted curve in the direction sought with a large enough effect; inconclusive = small, poorly fitted or top-dose-only effect, or another doubt; inactive = no such curve, though single readings can be large; an effect the other way counts as inactive or inconclusive.

Start of the listing, in advance:
SMILES	Glioma ERSR ind	BLM helicase inh	Anesthetic bind	LDHA block	Pol iota inh	POLH inh	APE1 inh	POLB inh	Pol kappa inh
Cc1cc(C(=O)NC(C)c2ccncc2)no1 (configuration not stated)	-3.6%	0.3%	-0.1%	-3.7	-17.0%[58.9 µM]	-1.6%	-2.2%	-0.3%	-10.1%
COc1ccccc1C(=O)NC(=O)Cn1nc(C)c([N+](=O)[O-])c1C	-0.5%	.	.	-2.8	4.4%	-7.4%	5.6%	.	-12.8%
O=S(=O)(Nc1nccs1)c1ccc(NCc2cc(Br)cc(Br)c2O)cc1	-4.6%	-8.8%	-5.4%	0.1	14.7%	-14.5%	0.1%	3.7%	8.6%

All compounds of this part, from the first entry:
SMILES	Glioma ERSR ind	BLM helicase inh	Anesthetic bind	LDHA block	Pol iota inh	POLH inh	APE1 inh	POLB inh	Pol kappa inh
Cc1cc(C(=O)NC(C)c2ccncc2)no1 (configuration not stated)	-3.6%	0.3%	-0.1%	-3.7	-17.0%[58.9 µM]	-1.6%	-2.2%	-0.3%	-10.1%
COc1ccccc1C(=O)NC(=O)Cn1nc(C)c([N+](=O)[O-])c1C	-0.5%	.	.	-2.8	4.4%	-7.4%	5.6%	.	-12.8%
O=S(=O)(Nc1nccs1)c1ccc(NCc2cc(Br)cc(Br)c2O)cc1	-4.6%	-8.8%	-5.4%	0.1	14.7%	-14.5%	0.1%	3.7%	8.6%
CC(C)N(C(=O)COC(=O)c1ccc(Cl)nc1)C(C)C	0.4%	-3.2%	-2.5%	-8.7	-20.4%	5.2%	15.4%	34.1%[activator]	-18.1%
Cc1ccsc1/C=N/N1CCN(c2ccccc2)CC1	8.9%	-2.8%	-13.9%	-2.9	-7.0%	-4.4%	-4.5%	25.1%	-17.3%
CCCCC(=O)Nc1ccc(OCc2cc(=O)n3c(C)csc3n2)cc1	-2.7%	-2.4%	1.4%	6.8	6.6%	-8.1%	.	14.1%	-5.2%
O=c1ccc(-c2ccc(S(=O)(=O)Nc3ccc(F)cc3)s2)n[nH]1	-4.4%	0.3%	-9.5%	-5.5	22.2%	-7.7%	5.4%	24.4%	-2.5%
Cc1ccc(C)c(OCCC(=O)OC(C)C(=O)Nc2c(C)n(C)n(-c3ccccc3)c2=O)c1 (configuration not stated)	-2.6%	.	.	-1.8	24.5%	-8.9%	2.3%	.	-8.4%
CCCCCC(=O)Nc1ccc(-c2nnc3n2CCCCC3)cc1	0.3%	-8.7%	-4.4%	-5.9	77.2%[activator]	-17.8%	5.1%	5.4%	1.9%
O=C(O)C1=C[C@@H](c2ccccc2)C[C@@H](OCc2ccc(CO)cc2)O1	-4.2%	0.2%	2.4%	-0.1	-3.2%	-5.0%	-2.1%	-4.3%	-8.5%
CCOC(=O)c1[nH]c2ccc(OC)cc2c1NC(=O)CCN1CCc2ccccc2C1	0.6%	-0.9%	-5.9%	0.9	9.2%	-12.3%	7.5%	2.3%	-5.1%
Cc1ccc(NC(=O)CC2SCCNC2=O)cc1Cl (configuration not stated)	4.6%	0.4%	-20.8%	-2.5	?	3.0%	1.2%	2.7%	-6.3%
CC(C)CNC(=O)CSc1nnc(CN2CCCCCC2=O)n1-c1ccccn1	-3.1%	-0.3%	-6.9%	-12.3	-2.7%	5.3%	-1.0%	39.1%	-3.5%
CCOC(=O)Cc1cc(=O)n2[nH]cc(-c3ccc(Cl)cc3)c2n1	-2.0%	-5.1%	-1.7%	0.7	?	-13.8%	2.3%	-25.1%	4.5%
COc1ccc(OC)c(-c2csc(N(Cc3ccco3)C(=O)c3cccs3)n2)c1	-1.0%	-9.1%	27.3%	-2.1	6.7%	3.8%	-1.9%	10.0%	-7.7%
COc1ccc(CN(Cc2cccn2C)S(=O)(=O)c2cccc(C(F)(F)F)c2)cc1	-0.7%	-12.3%	47.7%[activator]	-0.6	6.1%	?	-1.7%	13.7%	0.8%
Cc1cc(NC(=O)CSCC(=O)Nc2ccccc2OC(F)F)no1	-2.9%	.	.	-2.5	15.6%	-19.0%	13.1%	.	-6.6%
Cn1c(SCC(=O)NCc2cccs2)nnc1-c1cccs1	-0.7%	0.5%	-5.7%	-4.4	2.1%	0.1%	3.1%	13.8%	-8.9%
N/C(=N\OC(=O)c1ccc(=O)n(Cc2ccccc2)c1)c1ccccn1	2.6%	1.2%	-8.3%	-5.7	144.0%[activator]	-1.8%	19.0%	54.6%	-4.1%
CCOC(=O)C1(CC2CC2)CCN(Cc2ccc(O)c(Cl)c2)CC1	.	-6.3%	-10.8%	.	.	.	5.2%	-4.4%	.
Cn1c(CNC(=O)CNC(=O)Cc2ccc(Cl)cc2)cc(=O)n(C)c1=O	-4.8%	-1.0%	-2.4%	-3.9	37.4%[activator]	-19.1%	8.6%	3.6%	-8.9%
CCOC(=O)C1CCN(C(=O)c2ccc(Cl)c(NC3=NC4CS(=O)(=O)CC4S3)c2)CC1 (configuration not stated)	-0.2%	2.8%	3.5%	0.2	1.9%	-12.3%	0.5%	?	-0.9%
O=C(Nc1ccccc1)Nc1ccccc1C(=O)NCc1ccccc1	2.0%	-3.3%	6.4%	-6.1	1.5%	4.0%	-0.7%	-5.3%	-10.6%
CCC(CC)NC(=O)COc1ccc(OC)cc1C=O	-2.4%	0.5%	9.2%	-3.4	63.8%[activator]	-19.3%	-2.3%	0.3%	-7.4%
Cc1ccc(S(=O)(=O)c2nnn3c2nc(N2CCOCC2)c2sccc23)cc1C	-4.3%	26.5%	?	-2.4	-29.4%	11.5%	.	0.9%	-6.5%

Other entries
SMILES	Glioma ERSR ind	BLM helicase inh	Anesthetic bind	LDHA block	Pol iota inh	POLH inh	APE1 inh	POLB inh	Pol kappa inh
O=C1C(C=NC2CC2)=C(O)c2ccccc21	0.5%	-1.8%	-10.1%	-1.5	18.8%	-19.9%	6.1%	0.8%	-1.2%
CCN(CC)C(=O)Cn1c(=O)n(CCCCCC(=O)NCc2ccc(C)cc2)c(=O)c2sccc21	.	-2.4%	-10.6%	-0.9	-1.8%	.	.	16.1%	-0.5%
CCOc1ccc(N2C(=O)C3C(c4ccccc4)=NN(c4ccccc4)C3C2=O)cc1 (configuration not stated)	-2.5%	-9.3%	-9.6%	0.0	-7.4%	-8.4%	2.9%	28.5%	-8.0%
CCCCCn1c(CN(C)Cc2ccccc2)nc2c1c(=O)n(C)c(=O)n2C	-5.4%	-13.7%	-14.3%	-2.1	21.7%	-8.3%	18.2%	3.2%	-22.9%
CCN(CC)c1ccc(C(NC(C)=O)NC(C)=O)cc1	-0.4%	-1.8%	-22.6%	3.6	10.7%	-11.9%	3.1%	-6.0%	-1.5%
CC(C)Cn1c(SCC(=O)NCc2ccc(Cl)cc2)nnc1-c1cccc(S(=O)(=O)N2CCOCC2)c1	0.8%	-3.9%	-19.8%	-0.4	3.1%	-12.0%	-5.7%	37.0%	-1.1%
CCc1ccc2c(COn3nnc4ccc(S(=O)(=O)N(C)C)cc43)cc(=O)oc2c1	-5.5%	1.9%	?	-9.5	2.3%	-17.7%	-4.4%	0.5%	-20.8%
CCOc1ccc(/C=N/NC(=O)c2nnn(-c3nonc3N)c2CN2CCC(C)CC2)cc1	-3.7%	0.0%	-5.3%	-1.6	117.3%[activator]	-6.7%	-4.7%	-2.4%	-19.8%
CN(C(=O)c1ccccc1C(=O)OCC(=O)NCc1cccs1)C1CCCCC1	-2.4%	-2.1%	-12.6%	-3.4	22.4%	-9.1%	-6.5%	28.5%	-6.7%
CC(C)c1cc(C(=O)O)c2ccccc2n1	-0.3%	-1.4%	34.5%[activator]	-1.9	20.2%	?	8.0%	26.0%	-1.4%
CCOC(=O)C1=C(C)Nc2ncnn2C1c1c[nH]c2ccccc12 (configuration not stated)	-3.9%	-8.4%	-5.5%	2.9	13.4%	-10.9%	-3.1%	24.5%	-0.7%
Cc1oc2ccc(OC(=O)COc3c(F)c(F)c(F)c(F)c3F)cc2c1C(=O)OC(C)C	-4.8%	-3.2%	-12.1%	-3.0	2.7%	-8.9%	-2.7%	7.3%	-4.8%
COc1ccc(N2CCN(S(=O)(=O)c3c(C)nc4sc(C)cn4c3=O)CC2)cc1	-3.0%	-3.8%	-10.0%	2.0	.	-10.1%	.	12.5%	-0.5%
COc1cc2c(cc1NC(=O)COC(=O)c1ccc(C(C)(C)C)cc1)oc1ccccc12	-2.4%	3.2%	-4.9%	-3.5	67.0%[activator]	-13.3%	9.7%	-2.4%	3.7%
CCOC(=O)N1CCC(NC2CCCCCCC2)CC1	-0.3%	0.3%	-8.6%	-9.3	-4.0%	-9.1%	2.4%	7.4%	-13.8%
CCOC(=O)C1C(c2ccc(O)cc2)NC(=O)NC1(O)C(F)(F)F (configuration not stated)	-2.9%	-1.3%	12.1%	-1.0	27.2%	-7.5%	32.8%	?	6.5%
O=C(CSc1nc2cc(C(=O)NC3CCCC3)ccc2c(=O)n1CC1CCCO1)c1cccc(Cl)c1 (configuration not stated)	-1.1%	-4.0%	-7.6%	-8.3	-1.3%	-9.1%	.	4.1%	-16.9%
COc1cc(-n2c(=O)c3ccccc3n(Cc3cc(=O)n4ccccc4n3)c2=O)cc(OC)c1OC	0.1%	-5.0%	-17.1%	-13.8	-5.2%	-12.4%	0.7%	?	-7.6%
CCc1ccccc1NC(=O)CCCSc1nc(-c2ccco2)cc(C(F)(F)F)n1	-1.4%	0.5%	-10.5%	-12.9	11.9%	-15.6%	.	-12.4%	-1.9%
Cc1ccccc1C(=O)Nc1nc2c(s1)CC(C(C)(C)C)CC2 (configuration not stated)	-0.8%	-6.5%	37.6%[activator]	-1.7	38.8%[activator]	-20.8%	.	-0.7%	6.2%
CC1CCCCC1NC(=O)CCn1c(=O)sc2ccccc21 (configuration not stated)	-3.3%	1.4%	-6.3%	0.8	-0.6%	-18.1%	-18.2%	-16.8%	0.4%
Cc1ccc(N(C(=O)C2CCC(=O)N2)C2(C(=O)NC3CCCCC3)CCCCC2)cc1 (configuration not stated)	-5.7%	-2.4%	-9.1%	-6.9	8.9%	6.2%	5.4%	8.1%	-5.4%

Bioassay records: PubChem BioAssay, National Center for Advancing Translational Sciences (NCATS)

Some of the compounds tested; count on the stated rates, not on these rows.
